# NCI-60 one-dose screen, 48 h, at 10 µM unless noted. Numbers give growth in % (100 = growth as untreated, 0 = no growth, -100 = all killed).
# NCI-H226 – NCI-H226 lung cancer. actives 3.5% (n = 79,000). AID 1794732
# SW-620 – SW-620 colon cancer; AID 1794795; actives 5.2% (n = 82,000)
# NCI-H460 – NCI-H460 lung cancer | actives 6.8% (n = 82,000)
# NCI-H522 – NCI-H522 lung cancer | AID 1794739 | actives 8% (n = 78,000)
# NCI-H322M – NCI-H322M lung cancer; actives 2.7% (n = 80,000)
# COLO 205 – COLO 205 colon cancer; actives 7.3% (n = 79,000)
# NCI-H23 – NCI-H23 lung cancer; actives 4% (n = 80,000)
# HCT-15 – HCT-15 colon cancer; AID 1794746; actives 5.2% (n = 82,000)
# HT29 – HT29 colon cancer | actives 7.4% (n = 81,000)
# Active calls of the source: *; · = not tested or not shown; & = joins results of further samples; [ ] = another dose, or the depositor's remark. The calls were made as follows: active = growth percent below 10; inactive = the rest.
SMILES,NCI-H226,SW-620,NCI-H460,NCI-H522,NCI-H322M,COLO 205,NCI-H23,HCT-15,HT29
N=C(N)c1ccc(-c2ccc(-c3ccc4ccccc4c3)s2)cc1,96.7,19.3,99.7,103.6,97.0,97.9,88.7,3.4*,-42.0*
O=C(CSc1nc2ccccc2[nH]1)Nc1ccc(Br)cc1,92.5,96.5,93.5,75.8,76.8,104.4,95.4,84.5,91.4
N#CC(C(N)=O)c1ccccc1 (stereo unspecified),97.9,101.6,104.0,85.8,105.6,114.9,99.0,99.9,98.8
CCNC(=O)NNC(=O)c1ccncc1,106.7,101.6,103.3,100.7,114.0,114.7,110.2,111.2,113.3
N#Cc1ccc2[nH]c3c(c2c1)CCCC3,115.6,105.8,114.7,84.6,91.7,105.7,103.5,72.1,99.7
COC(=O)C1(CC(=O)c2ccc(Cl)cc2)NC(=S)NC(=O)C1C#N (stereo unspecified),96.2,128.9,150.1,111.8,108.0,138.1,98.6,106.7,119.6
Nc1ccc2c(c1)N=[N+]([O-])c1cc(N)ccc1C2,87.6,94.2,118.3,104.4,64.1,124.8,96.4,100.5,105.8
CCOC(=O)C1=C2C=Cc3c(ccc4ccccc34)N2C(C(C)=O)C1 (stereo unspecified),79.3,102.0,76.4,79.8,91.7,106.2,69.9,75.2,96.2
COc1cc(C(NC(=O)N2C(=O)C=CC2=O)NC(=O)N2C(=O)C=CC2=O)ccc1O,100.0,92.3,105.7,76.9,95.5,100.7,94.0,111.4,93.8
O=C(CN1C(=O)CN(/N=C/c2ccc([N+](=O)[O-])o2)C1=O)c1ccc(Cl)cc1,78.7,94.0,101.3,81.8,90.2,114.2,91.3,94.7,110.4
O=C(Cn1cc(CN2CCN(c3ccnc4cc(Cl)ccc34)CC2)nn1)Nc1cccc(F)c1,87.9,96.6,105.9,79.6,101.1,97.3,100.3,88.4,106.6
COc1ccccc1Nc1nnc(C(=O)c2c[nH]c3ccccc23)o1,81.9,95.3,95.1,103.9,83.9,108.1,84.7,86.1,100.8

# 5 entries drawn at random from those above:
SMILES,NCI-H226,SW-620,NCI-H460,NCI-H522,NCI-H322M,COLO 205,NCI-H23,HCT-15,HT29
Nc1ccc2c(c1)N=[N+]([O-])c1cc(N)ccc1C2,87.6,94.2,118.3,104.4,64.1,124.8,96.4,100.5,105.8
COC(=O)C1(CC(=O)c2ccc(Cl)cc2)NC(=S)NC(=O)C1C#N (stereo unspecified),96.2,128.9,150.1,111.8,108.0,138.1,98.6,106.7,119.6
CCOC(=O)C1=C2C=Cc3c(ccc4ccccc34)N2C(C(C)=O)C1 (stereo unspecified),79.3,102.0,76.4,79.8,91.7,106.2,69.9,75.2,96.2
O=C(CSc1nc2ccccc2[nH]1)Nc1ccc(Br)cc1,92.5,96.5,93.5,75.8,76.8,104.4,95.4,84.5,91.4
N#Cc1ccc2[nH]c3c(c2c1)CCCC3,115.6,105.8,114.7,84.6,91.7,105.7,103.5,72.1,99.7

# The listing picks up; the 2 compounds before the break are reprinted first.
SMILES,NCI-H226,SW-620,NCI-H460,NCI-H522,NCI-H322M,COLO 205,NCI-H23,HCT-15,HT29
O=C(Cn1cc(CN2CCN(c3ccnc4cc(Cl)ccc34)CC2)nn1)Nc1cccc(F)c1,87.9,96.6,105.9,79.6,101.1,97.3,100.3,88.4,106.6
COc1ccccc1Nc1nnc(C(=O)c2c[nH]c3ccccc23)o1,81.9,95.3,95.1,103.9,83.9,108.1,84.7,86.1,100.8
Cc1cc2nc3ccc(O)cc3nc2cc1N,100.5,98.8,91.2,99.4,103.0,102.5,86.5,113.6,·
CC(C)(C)c1ccc(O)c(CNc2ccccc2)c1,102.6,107.0,104.0,97.8,93.6,106.4,99.0,107.6,104.5
CC(C)(CCC(=S)N1CCOCC1)C1CCCCC1,91.3,95.8,96.9,70.6,76.8,103.7,94.9,97.7,83.8
O=[N+]([O-])c1ccc(-c2cn(-c3ccc(Cl)cc3)cn2)cc1,101.9,98.7,103.0,103.0,97.8,112.6,101.5,94.5,98.7
Cc1ccc([N+]2=NOC(=O)C2S(=O)(=O)Nc2nc3cc(C)ccc3s2)cc1 (stereo unspecified),85.8,92.9,91.7,·,115.3,97.8,97.9,87.2,108.0
O=C(NN=C1CCCC1)c1ccc([N+](=O)[O-])cc1,109.6,101.6,105.9,92.6,94.7,95.5,107.7,102.5,106.1
Nc1cc([N+](=O)[O-])ccc1O,106.5,101.1,106.8,99.7,127.5,111.3,111.7,109.0,105.6
C/C=C/[C@@H]1C=C[C@@H]2C[C@H](C)CC[C@H]2[C@]1(C)/C(O)=C1/C(=O)[C@@H](CO)N(C)C1=O,79.6,72.1,67.4,61.2,88.2,92.8,80.2,62.5,76.2
Cn1cc(-c2ccc3nc(-c4ccc(CC(=O)Nc5cc(C(C)(C)C)no5)cc4)cnc3c2)cn1,30.8[30 µM],34.5[30 µM],21.1[30 µM],26.6[30 µM],26.7[30 µM],61.6[30 µM],41.8[30 µM],11.5[30 µM],58.4[30 µM]
O=C(CNSc1ccc([N+](=O)[O-])cc1[N+](=O)[O-])OCc1ccccc1,100.3,83.1,111.5,·,105.7,110.9,106.1,95.1,94.6
CCOC(=O)c1onc(-c2no[n+]([O-])c2C)c1C(=O)OCC,95.1,106.3,107.9,85.5,109.9,132.6,99.3,100.5,106.4
O=C1CC2(CCOCC2)Oc2ncccc21,103.4,-54.6*,106.5,-49.2*,102.7,-13.7*,72.5,-62.6*,49.8
c1ccc2c(c1)CCC2,104.3,101.9,106.4,·,113.4,109.0,99.1,106.1,128.3
COc1ccc(Sc2nc(N)nc3c2CCN(Cc2ccc(OC)cc2OC)C3=O)cc1,94.3,109.7,109.6,72.5,125.4,94.1,93.1,96.6,114.2
CC1=C2[C@H]3OC(=O)[C@@H](CN4CCOCC4)[C@@H]3CC[C@@](C)(O)[C@@H]2CC1=O,105.7,87.2,101.7,32.8,100.7,118.8,105.0,97.7,120.6
O=C(CCCCCCCCC(=O)N/N=C/c1cccc2ccccc12)N/N=C/c1cccc2ccccc12,99.4,110.3,105.3,·,84.4,102.1,96.7,101.2,93.8
O=C(NNc1nc2ccccc2nc1/C=C/c1ccccc1O)Nc1cccc(Cl)c1,72.8,93.3,74.8,62.0,65.0,99.1,·,67.8,105.5
C=CCOB(OCC=C)OCC=C,99.0,105.3,105.1,72.5,106.5,113.6,107.7,100.3,93.3
Nc1c(C(=O)Nc2ccccc2)n(CCCc2ccccc2)c2nc3c(cc12)CCCC3,77.3,90.0,98.3,68.4,92.5,101.5,78.2,94.0,98.6
COc1cc(C2Cc3nc4ccccc4n3C2)cc2c1OCO2 (stereo unspecified),83.4,88.2,87.1,76.6,92.5,88.0,85.0,89.0,80.6
Cc1ccc2c(c1)c(=O)n(-c1ccccc1)c1nncn21,108.7,98.3,99.7,91.6,·,125.1,106.5,114.4,96.7
O=C(Nc1nc(-c2ccccc2)cs1)c1cc(O)c(O)c(O)c1,67.9,39.7,34.7,-29.4*,69.1,84.5,59.6,27.3,80.8
C=C1CC[C@@H]2[C@](C)(COC(C)=O)[C@H](OC(C)=O)CC[C@@]2(C)[C@@H]1CC(NCCCCCCCC)C1=CCOC1=O (stereo partly specified),65.8,72.4,52.7,64.4,98.0,70.7,70.8,66.9,70.5
CCOC(=O)C1=C(N)N(c2ccccc2)C(C(=O)OCC)=C(C(=O)OCC)C1c1cc(=O)[nH]c2ccccc12 (stereo unspecified),89.8,101.6,102.6,88.0,99.9,117.2,97.5,109.8,103.6

# Single values from above.
# HT29, `N=C(N)c1ccc(-c2ccc(-c3ccc4ccccc4c3)s2)cc1` = -42.0*
# SW-620, `c1ccc2c(c1)CCC2` = 101.9

# Other results.
SMILES,NCI-H226,SW-620,NCI-H460,NCI-H522,NCI-H322M,COLO 205,NCI-H23,HCT-15,HT29
CCCCN=C(Nc1ccccc1)OCCCC,100.0,90.9,102.0,81.0,97.6,106.8,100.6,104.8,85.3
COc1ccc2oc(=O)cc(/C=C3/C(=O)N(c4ccccc4)N=C3C)c2c1,90.6,95.7,104.6,94.3,98.9,107.1,101.8,104.0,93.3
CCCN(CC)CCNc1cc(OC)cc2cccnc12,98.3,57.0,70.9,54.3,117.2,101.2,70.3,88.5,91.0
CCOC(=O)c1ccc(NC(=O)c2cc3c(C)nn(-c4ccccc4)c3s2)cc1,110.7,108.2,111.9,101.2,104.8,120.2,·,107.0,108.5
C=CCNC(=S)/N=C/C(C(=O)Nc1ccccc1C)=C(\C)O,93.0,99.5,106.6,97.9,105.4,106.9,97.2,104.9,104.4
COc1ccc(C(=O)c2cc(C(=O)/C=C/c3ccc(N(C)C)cc3)c3cc(C)ccn23)cc1,88.4,93.5,98.8,83.4,91.7,113.4,89.6,94.9,108.2
CCOC(=O)c1cnn(CC(O)CC)c1NC(=O)NCc1ccc(C(F)(F)F)cc1 (stereo unspecified),106.9,107.2,107.8,59.2,91.5,112.0,85.5,103.0,91.0
CC(C)c1ccc(CNCC(O)c2ccccc2)cc1 (stereo unspecified),·,110.5,102.7,98.4,104.7,116.1,99.2,103.1,105.1
COc1ccc(C(=O)C(C)C)c2ccccc12,105.0,95.2,100.5,101.8,117.0,113.1,101.0,99.6,105.8
CC(=N)N,102.1,110.4,106.3,79.5,100.7,121.3,109.9,111.6,93.3
Cn1nc(SCc2ccccc2)c(=O)[nH]c1=O,107.2,102.0,105.7,101.2,110.1,102.3,97.9,107.4,107.1
COc1ccc(C2CC(c3ccc(-c4ccccc4)cc3)=NN2c2ccc(S(N)(=O)=O)cc2)cc1 (stereo unspecified),74.9,81.1,41.9,40.3,68.5,83.8,80.9,45.6,48.6
CCCSc1ccc2nc(NC(=O)CCOC)sc2c1,50.0,54.9,41.0,59.1,69.7,68.1,75.1,33.7,45.0
COc1ccc(-c2nn(C(=O)c3cc(OC)c(OC)c(OC)c3)cc2N)cc1,90.2,77.7,82.1,70.0,90.8,94.7,86.4,73.1,74.1
Cn1c(=O)[nH]c(=O)c2nc(CCC(=O)NC(Cc3ccccc3)C(=O)O)c(=O)[nH]c21 (stereo unspecified),87.9,99.1,101.5,92.2,96.5,111.4,99.6,99.4,106.6
NC(N)=NCCCCNCCCN=C(N)N,99.7,100.9,103.6,111.2,111.8,118.6,102.2,95.1,100.5
CC(=O)c1cc2c(cc1O)OC1=C(c3cc4cc(C(C)=O)c(O)cc4o3)CCC(c3cc4cc(C(C)=O)c(O)cc4o3)(c3cc4cc(C(C)=O)c(O)cc4o3)C12 (stereo unspecified),76.0,104.9,99.7,90.4,101.6,164.2,90.9,105.3,114.4
Cc1cccc(NC(=O)Nc2ccc(Nc3ncnc4[nH]c(C)c(C)c34)cc2F)c1,92.2,105.0,102.7,91.7,101.5,122.9,99.4,105.2,103.7
O=[N+]([O-])c1ccc(COP(=O)(O)OCc2ccc([N+](=O)[O-])cc2)cc1,120.7&105.3,101.5&108.2,105.6&104.9,102.0,122.9,114.7&113.2,104.4&105.4,102.5&106.5,109.5&105.1
Cc1ccc(C2=NN(c3ccc(S(C)(=O)=O)cc3)C(=O)CC2)cc1,77.6,8.6*,12.8,-28.5*,·,4.2*,-19.6*,·,11.1
CCOC(=O)c1c(SC)nn(-c2cc(=O)[nH]c3ccccc23)c1N,·,101.2,102.2,94.6,100.7,112.5,90.3,106.0,112.3
NC1=NC(c2ccc(O)cc2)c2c(n[nH]c2N)N1 (stereo unspecified),98.9,104.9,97.4,81.0,97.1,123.8,93.4,101.9,103.7
Cc1cc(Cl)ccc1Nc1nc(C(F)(F)F)ccc1C(=O)N/N=C/c1ccc(Cl)cc1,7.8*,9.5*,-5.3*,-17.6*,-1.9*,-18.7*,5.4*,5.0*,3.4*
COc1c(N[C@H]2C=C[C@@H](CO)C2)c(=O)c1=O,104.9,105.4,104.9,86.5,107.6,141.4,108.0,110.9,113.2
COc1cccc2c1nc1cccc(OC)c1[n+]2[O-],71.2,50.0,14.1,20.2,78.6,77.9,9.6*,47.4,53.9
C=CCC1(O)C(c2ccccc2)=C(c2ccccc2)C(c2ccccc2)=C1c1ccccc1,69.7,65.2,49.4,85.7,82.0,73.8,72.9,49.1,94.4
CCCCc1ccc(S(=O)(=O)Nc2sc3c(c2C(N)=O)CCC(=O)C3)cc1,102.1,97.0,108.4,96.7,104.6,·,96.7,99.6,106.4
O=C(Nc1ccc(OS(=O)(=O)c2ccc(F)cc2)cc1)C12CC3CC(CC(C3)C1)C2,87.6,39.4,63.6,66.0,92.4,54.3,74.9,42.3,7.5*
COC1=CC(c2ccc[nH]2)=N/C1=C\c1[nH]c(C)c(C(=O)CCC(=O)Oc2ccc3c(c2)CCC2C3CC[C@]3(C)C(=O)CC[C@@H]23)c1C (stereo partly specified),87.6,27.9,48.3,57.3,81.4,87.9,73.5,45.6,26.8
CC(CCC(=O)O)(c1ccc(O)c(CN(c2ccccc2)c2ccccc2)c1)c1ccc(O)c(CN(c2ccccc2)c2ccccc2)c1,88.4,108.6,101.5,·,103.4,117.6,109.9,91.2,107.6
CC(C)c1cccc(C(C)C)c1NC(=O)OC1CCCCC1C (stereo unspecified),98.0&87.7,100.9&96.7,106.7&86.9,93.7&92.2,102.7&82.4,110.3&113.2,100.9&96.5,103.3&82.4,93.9&96.7
CCN(CC)CC(OC(=O)c1ccc([N+](=O)[O-])cc1)C(COC)OC (stereo unspecified),109.0,99.1,106.3,91.3,104.7,119.0,103.1,101.0,102.4
O=C1CCC(=O)N1,105.6,101.3,111.0,99.5,111.6,139.5,91.6,118.5,106.3
Cc1cc(C)c2c(c1C)C(=O)CCC2,112.2,109.2,128.9,110.9,106.9,98.9,106.3,113.5,108.5
